JMJD2A Tudor: qHTS Assay for Inhibitors of JMJD2A-Tudor Domain; Lysine-specific demethylase 4A (Homo sapiens), O75164; AlphaScreen JMJD2A-Tudor / H3K4me3 peptide binding; Potency, µM (top dose mostly 114 µM), for inactives: at the top dose activity change, negative = inhibition, most hits filed as inhibitors; actives 4.4% (n = 390,000); further: potency means the concentration at half of the fitted maximal effect; on the % scale 0 is the no-effect control and ±100 the full control effect; nearly all actives have a fitted effect of over 50% in size
G9a inh: qHTS Assay for Inhibitors of Histone Lysine Methyltransferase G9a | G9a H3K9 monomethylation, AlphaScreen, 2 h | Potency, µM (highest dose often 102 µM), inactives show at the top dose activity, negative = inhibition, usual class: inhibitors | actives 8.8% (n = 350,000) | AID 504332, 2011; further: potency means the concentration at half of the fitted maximal effect; on the % scale 0 is the no-effect control and ±100 the full control effect; nearly all actives have a fitted effect of over 75% in size
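Step 1: enzyme (final 20 nM) with compound, 15 min RT. Step 2: substrate peptide 500 nM and SAM 20 uM, 2 h RT. Step 3: anti-H3K9me1 antibody and AlphaScreen beads, 10 min, then plate read.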
PI4K2A inh: qHTS for small molecular inhibitors of PI4K2A. Phosphatidylinositol 4-kinase type 2-alpha (Homo sapiens), Q9BTU6. purified PI4K2A, ADP-Glo luminescence, 1 h; active compounds read low. activity change, negative = inhibition, % at 76.9 µM. actives 0.13% (n = 420,000). AID 1346378, 2018; in the data active means activity change below about -50%; inconclusive means mostly about -30% to -49%;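 further: -100% = wells without enzyme as full effect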
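ADP-Glo luminescence measured ADP generated by PI4K2A enzyme (4 ug/mL before mixing) with 1.2 mM PI substrate (pre-mix) and 300 microM ATP (pre-mix). Tris pH7.5 buffer with MgCl2, Triton X-100; 1 h reaction at ambient temperature.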
Tb PGK inh: qHTS Assay to Find Inhibitors of Phosphoglycerate Kinase; Phosphoglycerate kinase, glycosomal (Trypanosoma brucei brucei), P07378; PGK/GAPDH coupled, Kinase-Glo luminescence, 60 min; Potency, µM (titrated, usually from 57.5 µM), inactives show at the highest dose activity change, negative = inhibition, usual class: inhibitors; actives 0.043% (n = 380,000); further: potency means the concentration at half of the fitted maximal effect; on the % scale 0 is the no-effect control and ±100 the full control effect; nearly all actives have a fitted effect of over 60% in size
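Recombinant glycosomal PGK reaction used 1,3-bisphosphoglycerate generated in-well by GAPDH (100nM final) in 100mM TEA pH 7.6, 5mM MgCl2, 0.01% Tween-20. After 60 minutes at room temperature, ATP was read by Kinase-Glo Plus luminescence end-point.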
HP1b binding inh: HTS for Inhibitors of HP1-beta Chromodomain Interactions with Methylated Histone Tails | AlphaScreen HP1-beta / biotin-H3K9me3 peptide binding | Potency, µM (top dose mostly 114 µM), inactives show top-dose activity change, negative = inhibition, actives largely listed as inhibitors | actives 0.56% (n = 390,000); further: potency means the concentration at half of the fitted maximal effect; nearly all actives have a fitted effect of over 70% in size; inactives centre near 23
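Compound inhibition of the preformed complex between 50 nM HP1-beta and 50 nM biotinylated H3K9me3 peptide was read by AlphaScreen. Buffer was PBS pH 7.4 with 0.01% Tween-20. Incubations ran 30 min at room temperature, with 10 ug/mL donor/acceptor beads.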
GLS inh: qHTS for Inhibitors of Glutaminase (GLS) | actives 0.21% (n = 410,000) | Potency, µM (series often up to 45.5 µM), without a hit: at the top dose activity change, negative = inhibition, hits mostly inhibitors | GLS enzymatic activity, qHTS titration | AID 624170, 2012; further: potency means the concentration at half of the fitted maximal effect; on the % scale 0 is the no-effect control and ±100 the full control effect
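hKGA in 45 mM KH2PO4 pH 8.2, 0.02% Tween-20 with pin-transferred compounds; 1 mM L-glutamine (stock) plus glutamate oxidase/HRP/Amplex Red coupling added. Fluorescence read initially and after 30 min at RT.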
BAZ2B block: qHTS Assay for Inhibitors of BAZ2B; actives 4.4% (n = 360,000); Potency, µM (doses to about 114 µM), for the others: at the top dose activity change, negative = inhibition, usual class: inhibitors; AID 504333, 2011; Bromodomain adjacent to zinc finger domain protein 2B (Homo sapiens), Q9UIF8; AlphaScreen BAZ2B-H3K14Ac peptide displacement; further: potency means the concentration at half of the fitted maximal effect; on the % scale 0 is the no-effect control and ±100 the full control effect; nearly all actives have a fitted effect of over 60% in size
Target sequence (Q9UIF8 whole entry, looked up, the tested form may be a part): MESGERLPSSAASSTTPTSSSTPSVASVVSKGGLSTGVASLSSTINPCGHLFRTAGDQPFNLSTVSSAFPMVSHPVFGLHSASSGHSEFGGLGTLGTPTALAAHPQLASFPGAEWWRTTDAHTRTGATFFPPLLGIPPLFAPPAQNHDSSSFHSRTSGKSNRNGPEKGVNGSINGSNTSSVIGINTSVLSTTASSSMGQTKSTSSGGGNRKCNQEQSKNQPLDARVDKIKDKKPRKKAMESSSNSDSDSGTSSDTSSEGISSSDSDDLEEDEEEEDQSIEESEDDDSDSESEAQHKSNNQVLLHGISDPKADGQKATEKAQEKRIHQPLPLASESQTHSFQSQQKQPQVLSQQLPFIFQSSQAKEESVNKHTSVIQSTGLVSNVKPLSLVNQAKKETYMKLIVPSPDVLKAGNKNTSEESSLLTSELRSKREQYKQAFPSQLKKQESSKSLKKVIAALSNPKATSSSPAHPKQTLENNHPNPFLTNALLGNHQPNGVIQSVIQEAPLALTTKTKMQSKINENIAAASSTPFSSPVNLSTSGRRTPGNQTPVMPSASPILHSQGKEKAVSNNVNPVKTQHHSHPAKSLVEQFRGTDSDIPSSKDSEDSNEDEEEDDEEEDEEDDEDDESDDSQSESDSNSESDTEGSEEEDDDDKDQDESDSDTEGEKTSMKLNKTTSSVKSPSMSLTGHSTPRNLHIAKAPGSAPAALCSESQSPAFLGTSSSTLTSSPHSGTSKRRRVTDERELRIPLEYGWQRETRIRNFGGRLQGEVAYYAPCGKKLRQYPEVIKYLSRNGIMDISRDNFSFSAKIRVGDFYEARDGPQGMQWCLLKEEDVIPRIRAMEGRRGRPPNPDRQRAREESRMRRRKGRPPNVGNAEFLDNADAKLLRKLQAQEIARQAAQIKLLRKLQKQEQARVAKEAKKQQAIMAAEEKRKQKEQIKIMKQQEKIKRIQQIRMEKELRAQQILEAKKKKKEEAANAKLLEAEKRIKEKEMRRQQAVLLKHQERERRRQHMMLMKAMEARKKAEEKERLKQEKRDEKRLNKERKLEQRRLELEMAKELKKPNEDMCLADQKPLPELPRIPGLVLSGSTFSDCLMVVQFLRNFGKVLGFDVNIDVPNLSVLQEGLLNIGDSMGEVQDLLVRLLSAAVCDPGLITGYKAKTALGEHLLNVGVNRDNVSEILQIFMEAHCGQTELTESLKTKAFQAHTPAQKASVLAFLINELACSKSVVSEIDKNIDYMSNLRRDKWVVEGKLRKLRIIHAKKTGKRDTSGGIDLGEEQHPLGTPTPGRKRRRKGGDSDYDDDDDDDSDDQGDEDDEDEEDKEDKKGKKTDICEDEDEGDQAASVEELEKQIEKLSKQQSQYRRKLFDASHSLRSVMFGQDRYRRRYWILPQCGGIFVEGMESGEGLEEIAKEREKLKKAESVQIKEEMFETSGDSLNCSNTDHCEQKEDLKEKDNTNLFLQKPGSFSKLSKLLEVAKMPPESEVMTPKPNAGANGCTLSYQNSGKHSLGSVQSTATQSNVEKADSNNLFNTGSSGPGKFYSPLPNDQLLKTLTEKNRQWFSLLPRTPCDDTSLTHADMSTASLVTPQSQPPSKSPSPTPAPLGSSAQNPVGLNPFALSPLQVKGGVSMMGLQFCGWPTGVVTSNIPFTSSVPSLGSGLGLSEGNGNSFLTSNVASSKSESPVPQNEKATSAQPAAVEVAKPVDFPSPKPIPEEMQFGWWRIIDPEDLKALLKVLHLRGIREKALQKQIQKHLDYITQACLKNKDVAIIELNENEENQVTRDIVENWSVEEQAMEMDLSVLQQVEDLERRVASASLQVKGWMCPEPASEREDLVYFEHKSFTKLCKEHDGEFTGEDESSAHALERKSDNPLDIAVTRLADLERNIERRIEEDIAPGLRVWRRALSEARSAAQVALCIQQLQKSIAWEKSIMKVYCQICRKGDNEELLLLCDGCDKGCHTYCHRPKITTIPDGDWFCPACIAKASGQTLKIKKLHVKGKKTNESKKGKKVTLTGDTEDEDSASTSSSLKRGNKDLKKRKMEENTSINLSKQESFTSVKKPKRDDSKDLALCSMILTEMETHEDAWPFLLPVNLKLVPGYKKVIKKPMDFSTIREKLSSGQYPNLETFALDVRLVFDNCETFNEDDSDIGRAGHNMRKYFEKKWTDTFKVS
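Protein-peptide AlphaScreen: BAZ2B 50 nM, b-H3K14Ac 50 nM, 1x PBS pH 7.4 + 0.01% Tween-20. Preincubation 30 min RT; cpd 30 min RT (top 110 uM); beads 20 min RT, light-protected.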
Pin1 inhibitor: qHTS Assay to Find Inhibitors of Pin1. Potency, µM (top dose mostly 115 µM), for inactives: at the highest dose activity, negative = inhibition, most hits filed as inhibitors. Peptidyl-prolyl cis-trans isomerase NIMA-interacting 1 (Homo sapiens), Q13526. Pin1 FP peptide displacement, HiFluor488, 10 min. actives 0.009% (n = 390,000); active means well fitted inhibition curve with a large enough effect in the polarisation, with a control signal flat, not every such curve was filed as active; inconclusive means small, poorly fitted or top-dose-only effect, or effect the other way, or a change in a side signal; inactive means no such curve, though single readings can be large or run the other way; the % refers to the polarisation; further: potency means the concentration at half of the fitted maximal effect; on the % scale 0 is the no-effect control and ±100 the full control effect
POLH inh: qHTS for Inhibitors of Polymerase Eta; DNA polymerase eta (Homo sapiens), Q9Y253; recombinant Pol eta, fluorescent DNA replication assay; Potency, µM (titrated, usually from 114 µM), for the others: at the highest dose activity change, negative = inhibition, hits mostly inhibitors; actives 1.2% (n = 390,000); AID 588591, 2011; further: potency means the concentration at half of the fitted maximal effect; on the % scale 0 is the no-effect control and ±100 the full control effect
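Fluorescent replication assay: 50 nM final substrate added after a 15 min room-temperature compound preincubation with 10 nM enzyme. Signal taken at 0 min and again at 10 min.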
Active calls of the source: *; i = inactive; ? = inconclusive; . = not tested or not shown; & = joins results of further samples; [ ] = dose if it differs, or a comment. Unless noted, the call rests on the fitted dose curve; in most records, active means well fitted curve in the direction sought with a large enough effect; inconclusive means small, poorly fitted or top-dose-only effect, or another doubt; inactive means no such curve, though single readings can be large; an effect the other way counts as inactive or inconclusive. Not all compounds are listed, so the mix of outcomes need not match the whole.

SMILES	JMJD2A Tudor	G9a inh	PI4K2A inh	Tb PGK inh	HP1b binding inh	GLS inh	BAZ2B block	Pin1 inhibitor	POLH inh
COc1ccc(C(=O)NCCONC(=O)c2ccc(OC)cc2)cc1	-8%	9%	0	-8%	32%	2%	-16%	-5%	-9%
COc1cccc(C2C(C(=O)c3ccc(C)o3)=C(O)C(=O)N2CCN2CCOCC2)c1 (stereo not given)	-35%	.	-3	-1%	67%[activator]	-3%	-14%	-1%	-8%
COc1ccc(CC(=O)Nc2ccc(S(=O)(=O)NCC3CCCO3)cc2)cc1 (stereo not given)	-13%	10µM*	-1	-5%	-7%	?	7%	5%	0%
Cc1ccc(CSc2nnc(-c3ccco3)n2N)cc1	-7%	-31%[12.7 µM]	-5	-7%	19%	-7%	-9%	-4%	-13%
CCC(=O)Nc1cccc(-c2nc3ncccc3o2)c1C	7%	33%	-11	-3%	44%[activator]	-2%	-14%	2%	-8%
O=C(N/N=C/c1cn(-c2cccs2)nc1-c1ccccc1)c1ccc(O)cc1	?	-1%[59 µM]	6	-5%	-1%	6%	-12%	-10%	-12%
O=C(c1cccnc1)N1CCN(S(=O)(=O)c2cccs2)CC1	5%	.	-2	0%	18%	1%	6%	0%	-8%
CCn1c(=O)n(CCc2ccccc2)c(=O)c2c3c(sc21)CCCC3	5%	27%	0	-6%	33%	1%	13%	0%	-17%
CCOc1ccc(C(=O)NCC2CCCO2)cc1OCC (stereo not given)	-7%	.	-4	-3%	21%	1%	-8%	1%	16%
CC(=O)Nc1nnc(SCC(=O)Nc2nc(C)cs2)s1	-12%	-17%	-10	i	7%	10%	-16%	0%	-2%
CCOC(=O)c1c(C)oc2ccc(NS(=O)(=O)c3cccs3)cc12	-22%	11%	6	-6%	5%	0%	?	0%	-10%
COc1ccc(C(CC(=O)N2CCCC(C)C2)c2c(O)cc(OC)cc2OC)cc1 (stereo not given)	-28%&-27%	-6%[12.7 µM]	3	3%	30%&8%	11%	-6%	0%&2%	-9%
Cc1ccc(NC(=O)CN(C)C(=O)COc2cc(F)ccc2[N+](=O)[O-])cc1	-7%[57.1 µM]	-7%	-1	5%	27%	-2%	11%	4%	-19%
CN1CCN(c2ccc(NC(=O)c3ccc4c(c3)OCCO4)cc2)CC1	-18%	45µM*	0	-4%	6%	0%	-16%	0%	-10%
CCC(=O)Nc1ccc2c(c1)C(=O)N(C1CCCCC1)C2=O	-17%	-9%[59 µM]	7	-6%	27%	-9%	11%	-4%	-15%
Cc1nnc(SCc2ccc(Cl)cc2)n1CC1CCCO1 (stereo not given)	-11%	-7%[0.0925 µM]	7	-3%	10%	-9%	2%	-7%	9%
CCC1=C(C)CN(C(=O)NCCc2ccc(S(=O)(=O)NC(=O)NC3CCC(C)CC3)cc2)C1=O (stereo not given)	-28%	25%[21.5 µM]	4&3&-2	3%	11%	14%&3%	.	-2%	-15%
Cc1onc(-c2ccccc2Cl)c1C(=O)Nc1ccccc1C(=O)NC(C)C	-12%	19%[59 µM]	-4	-6%	-1%	?	6%	0%	2%
O=c1c2ccccc2nc(SCc2cccc(F)c2)n1-c1cccc(S(=O)(=O)N2CCCC2)c1	-14%	-4%[59 µM]	-1	i	9%	1%	?	-1%	1%
COc1ccc(C(=O)Nc2cc(S(=O)(=O)N3CCCC3)ccc2Cl)cc1	-22%	.	6	-2%	8%	-1%	.	0%	-2%
COc1ccc(-c2nc(N)ncc2-c2ccccc2OC)c(O)c1	-33%	-13%[2.33 µM]	-6	-6%	18%	12%	?	-9%	-3%
CCN(CC(=O)Nc1c(F)cccc1F)C(=O)c1cccn1C	.	.	-3	-9%	.	1%	.	.	3%
O=C(Nc1ccc(Cn2cccn2)cc1)c1ccc(COc2cccc(Br)c2)cc1	9%	-3%	6	-8%	46%[activator]	-1%	4%	42%[activator]	-15%
CCc1ccc(-n2c(=S)sc3c(=O)[nH]c(SCC(=O)NC4CCCCC4)nc32)cc1	.	.	-10	-1%	.	3%	.	.	2%
Cc1nn(C)c(C(=O)NNC(=S)NC2CCCCC2)c1Br	-17%	?	2	9%	11%	1%	5%	5%	1%
Carrying on.
SMILES	JMJD2A Tudor	G9a inh	PI4K2A inh	Tb PGK inh	HP1b binding inh	GLS inh	BAZ2B block	Pin1 inhibitor	POLH inh
Cn1nc(C(F)(F)F)c(C(=O)Nc2ccc(C(F)(F)F)cc2)c1Cl	-4%	-10%[12.7 µM]	-2	-7%	30%	-8%	-2%	?	-11%
Cc1cc(C)c(S(=O)(=O)c2ccc(Cl)cc2C)c(Cl)n1	20%	31%	0	-2%	64%[activator]	-4%	13%	2%	-17%
COc1ccc(/C=C/c2cc(=O)c3cc(Cl)ccc3o2)cc1	-31%	?	-1	11%	5%	18%	-15%	?	?
CC(C)=CCC12Oc3cc(O)ccc3C1(O)Oc1cc(O)c([C@H]3C=C(C)CC(c4ccc(O)cc4O)[C@H]3C(=O)c3ccc(O)cc3O)c(O)c1C2=O (stereo not given in full)	40µM*	.	-1	2%	-11%	-9%	.	?	?
CC(C)Oc1cccc(C(=O)NC(=S)N2CCN(c3ccc(C(F)(F)F)cc3[N+](=O)[O-])CC2)c1	?	.	1	2%	-21%	5%	?	-2%	-26%
CCc1c(C(=O)OC)nnc2cc(C)nn12	-6%	9%[12.7 µM]	3	-1%	33%	-5%	2%	7%	-4%
O=C(O)c1ccc(Cl)c(S(=O)(=O)N2CCCC2)c1	-6%	?	-1	-7%	27%	-11%	-22%	11%	-17%
CCN1C(=O)CS/C1=N\c1nccs1	-9%	-22%[12.7 µM]	-2	2%	25%	7%	-1%	-5%	-12%
COCCn1c(C)cc(C(=O)COc2ccc(C)nc2[N+](=O)[O-])c1C	?	-48%	-6	.	30%	-11%	?	0%	-11%
CCN(CC)CCC(=O)N1c2ccccc2CCc2ccc(NC(=O)OC)cc21	-19%	.	-2	-2%	33%	-5%	12%	-5%	-9%
CC(C)c1ccc(/C=C(\NC(=O)c2ccccc2)C(=O)NCCCN2CCOCC2)cc1	-10%	-7%	0	-3%	16%	-5%	1%	-3%	-22%
Cc1ccsc1C1C(C(=O)O)c2ccccc2C(=O)N1C (stereo not given)	-12%	20%[2.33 µM]	1	-9%	31%	2%	-1%	-4%	11%
Cc1ccc(-n2ncc3c(N4CCC5(CC4)OCCO5)ncnc32)c(C)c1	-17%	-8%	0	4%	24%	2%	-2%	2%	-14%
CCCCN(CC)c1nc(N)c2c(N)nc(OCC)cc2c1C#N	-11%	-13%[59 µM]	-15	10%	0%	14%	-9%	24%	-12%
COCCn1c(SCC#N)nnc1-c1ccc2c(c1)OCO2	0%	-6%	0	i	40%	-2%	-4%	-1%	-6%
COc1ccc(OC)c(NC(=O)c2cc3c(=O)n4ccccc4nc3n2C)c1	-6%	19%[59 µM]	4	-2%	30%	13%	-12%	0%	-11%
Cc1ccccc1NCC(=O)N/N=C\C=C\c1cccc([N+](=O)[O-])c1	50µM*	?	14	-13%	-11%	13%	?	-3%	-16%
CC(=O)OC(Cn1ccnc1)c1ccccc1 (stereo not given)	3%	-4%	0	-4%	49%[activator]	-10%	-9%	-15%	-9%
Cc1cccc(C)c1-n1c(C)nn(-c2ncc(C(F)(F)F)cc2Cl)c1=O	9%	-10%	-1	-7%	22%	-9%	-17%	1%	-19%
CCN(CC)C(=O)CSc1nc2cc3c(cc2c(=O)n1Cc1ccc(C(=O)NCCc2ccc(OC)c(OC)c2)cc1)OCO3	-13%	-6%[59 µM]	-6	-1%	30%	0%	-9%	14%	-9%
C=CCN(CC=C)S(=O)(=O)c1ccc(NC(=S)NC(=O)/C=C/c2ccccc2)cc1	4%	20%	0	i	7%	-1%	-8%[57.1 µM]	0%	-16%
CCOC(=O)C1CCN(C(=O)C2CCN(S(=O)(=O)c3cc(Cl)ccc3Cl)CC2)CC1	-18%	?	3	2%	3%	3%	1%	1%	-10%
O=C(Nc1ccc2c(c1)OCO2)c1ccc(=O)[nH]n1	1%[11.4 µM]	13%[12.7 µM]	-2	9%	36%	-7%	-28%	?	?
Cc1ccccc1Cn1nnc(-c2cccc(C(=O)O)c2)n1	-21%	-5%[12.7 µM]	-3	i	11%	-7%	3%	?	4%
COc1ccccc1N1CCN(C2CCCN(S(=O)(=O)c3cccc(Cl)c3)C2)CC1 (stereo not given)	?	?	4	1%	-23%	15%	?	1%	-12%
COc1ccc(N2CCN(C(=O)COC(=O)CCOc3cc(C)ccc3C)CC2)cc1	-10%	10µM*	-5	-3%	-36%	17%	-26%	-3%	-14%
CCNC(=S)N(Cc1ccc(OC)cc1)C1CC(=O)N(c2ccc(OCC)cc2)C1=O (stereo not given)	2%	?	-5	0%	32%	-1%	7%	-3%	-13%

2 consecutive records out of the list so far, quoted:
SMILES	JMJD2A Tudor	G9a inh	PI4K2A inh	Tb PGK inh	HP1b binding inh	GLS inh	BAZ2B block	Pin1 inhibitor	POLH inh
Cn1nc(C(F)(F)F)c(C(=O)Nc2ccc(C(F)(F)F)cc2)c1Cl	-4%	-10%[12.7 µM]	-2	-7%	30%	-8%	-2%	?	-11%
Cc1cc(C)c(S(=O)(=O)c2ccc(Cl)cc2C)c(Cl)n1	20%	31%	0	-2%	64%[activator]	-4%	13%	2%	-17%

Source: PubChem BioAssay
